MEX-5 binding: C. elegans MEX-5 TCR-2 RNA binding activity | 300,000 compounds, 0.38% hits | MEX-5/FITC-TCR2 RNA binding, fluorescence polarization; active compounds read low | activity score (negative = inhibition of binding), % at 10 µM;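 active = inhibition past about -25% in most replicates, and total fluorescence under double the plate's negative control median, limit read from the data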;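 note: 0% = DMSO and -100% = 5 µM competing unlabeled TCR2 RNA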
Target sequence (Q9XUB2 whole entry, looked up): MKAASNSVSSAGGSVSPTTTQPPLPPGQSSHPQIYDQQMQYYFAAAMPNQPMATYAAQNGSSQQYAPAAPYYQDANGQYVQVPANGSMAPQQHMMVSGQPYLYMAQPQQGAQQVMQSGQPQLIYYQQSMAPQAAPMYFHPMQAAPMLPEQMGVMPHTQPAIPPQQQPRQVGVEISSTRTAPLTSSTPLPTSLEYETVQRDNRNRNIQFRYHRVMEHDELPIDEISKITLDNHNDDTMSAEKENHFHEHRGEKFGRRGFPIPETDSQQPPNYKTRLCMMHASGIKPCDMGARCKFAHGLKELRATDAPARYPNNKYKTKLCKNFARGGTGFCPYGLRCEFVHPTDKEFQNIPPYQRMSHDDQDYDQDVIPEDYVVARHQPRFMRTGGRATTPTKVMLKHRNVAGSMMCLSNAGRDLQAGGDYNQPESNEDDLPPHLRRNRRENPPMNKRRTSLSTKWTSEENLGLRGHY
MCL1 BIM primary: disrupts human MCL1 binding to BIM-BH3 peptide | 320,000 compounds, 0.68% hits | inhibition, % at 10.9 µM | GST-MCL1 / FITC-Bim-BH3 fluorescence polarization;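 active = inhibition above the mean inhibition of all tested compounds plus 3 SD, set per campaign, cut at about 40% in these data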;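 note: 0% = DMSO wells and 100% = unlabeled Bim-BH3 peptide control; higher means more loss of mP so more displacement of Bim peptide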
Target sequence (Q07820 whole entry, looked up): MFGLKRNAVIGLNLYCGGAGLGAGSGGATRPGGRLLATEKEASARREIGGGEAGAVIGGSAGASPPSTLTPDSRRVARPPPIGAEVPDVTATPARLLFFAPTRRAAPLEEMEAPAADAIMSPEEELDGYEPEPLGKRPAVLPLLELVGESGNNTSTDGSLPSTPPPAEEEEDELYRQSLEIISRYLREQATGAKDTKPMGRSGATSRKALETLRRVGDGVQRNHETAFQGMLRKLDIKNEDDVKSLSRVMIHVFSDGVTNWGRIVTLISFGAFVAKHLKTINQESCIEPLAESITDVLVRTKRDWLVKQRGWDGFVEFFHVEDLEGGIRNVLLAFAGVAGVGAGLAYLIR
pPAFAH FP inh: inhibitors of human plasma PAF acetylhydrolase (pPAFAH); Q13093; recombinant pPAFAH, FP-rhodamine probe fluorescence polarization; inhibition, % at 3.39 µM; 330,000 compounds, 1.5% hits;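 active = inhibition above the mean inhibition across the screen plus 3 SD, cut at about 25% in these data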;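 note: inhibitors block binding of the rhodamine activity-based probe so polarization drops; 0% = enzyme with DMSO and 100% = wells lacking pPAFAH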
GLD-1 RNA inh: GLD-1-TGE RNA interaction inhibition (C. elegans); Q17339; purified GLD-1 + fluorescein TGE RNA, fluorescence polarization; inhibition, % at 5.96 µM; 320,000 compounds, 0.44% hits;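 active = percent inhibition above a per-plate cutoff, the plate mean of test compounds plus 3 SD, cut at about 30% in these data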;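 note: 0% = DMSO wells with GLD-1 and probe and 100% = wells lacking GLD-1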
Fam108B counter: blocks mouse Fam108B hydrolase in RBBP9 counter-screen; recombinant Fam108B, FP-Rh probe fluorescence polarization; inhibition, % at 9.51 µM; 300,000 compounds, 0.33% hits;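 active = inhibition above the screen mean inhibition plus 3 SD, computed separately per campaign, cut at about 18% in these data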;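 note: inhibitors lower polarization as less probe binds the enzyme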
Bcl-xL primary: Bcl-xL (human) inhibition; GST-Bcl-xL / FITC-Bim BH3 peptide fluorescence polarization; inhibition, % at 10.9 µM; 320,000 compounds, 0.7% hits;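 active = inhibition above the mean of all tested compounds plus 3 SD, cutoff set per campaign, cut at about 30% in these data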;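 note: 0% = DMSO wells and 100% = unlabeled Bim-BH3 peptide competitor; inhibitors lower millipolarization by displacing the labeled peptide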
Target sequence (Q07817 whole entry, looked up): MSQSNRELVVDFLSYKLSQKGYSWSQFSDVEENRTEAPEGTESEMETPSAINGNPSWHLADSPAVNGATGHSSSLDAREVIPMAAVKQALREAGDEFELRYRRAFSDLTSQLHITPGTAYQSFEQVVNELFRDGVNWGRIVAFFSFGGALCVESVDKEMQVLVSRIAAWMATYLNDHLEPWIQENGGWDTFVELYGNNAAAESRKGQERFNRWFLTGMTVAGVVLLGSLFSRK
PAFAH1B2 FP inh: inhibitors of human PAFAH1B2. inhibition, % at 3.39 µM. 340,000 compounds, 1.2% hits. AID 492953. P68402. recombinant PAFAH1B2, FP-rhodamine activity probe, fluorescence polarization;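 active = inhibition above the mean of all tested compounds plus 3 SD, cut at about 24% in these data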;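 note: 0% = enzyme with DMSO and 100% = wells lacking PAFAH1B2; many of its hits are not listed in these tables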
PME-1 inh: PME-1 (human) inhibition. Q9Y570. recombinant PME-1, FP-Rh probe fluorescence polarization. inhibition, % at 5.9 µM. 320,000 compounds, 0.53% hits. AID 2130;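 active = inhibition above the campaign mean of all compounds plus 3 SD, cut at about 26% in these data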;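 note: competitive labeling of PME-1 active site by serine hydrolase directed probe; 0% = PME-1 with DMSO and 100% = wells lacking PME-1 enzyme; inhibitors block probe labeling so polarization falls and inhibition rises; many of its hits are not listed in these tables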
AHR act: activators of human aryl hydrocarbon receptor; AHR-responsive luciferase reporter cells, luminescence; 320,000 compounds, 2.5% hits; P35869; activation, % at 5 µM; in the data active = activation above about 47%;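 note: 0% = vehicle wells and 100% = reference agonist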
The depositor's hits bear a star; nt = not tested or not shown. Not all compounds are listed (hit frequency here may not be typical).

SMILES	MEX-5 binding	MCL1 BIM primary	pPAFAH FP inh	GLD-1 RNA inh	Fam108B counter	Bcl-xL primary	PAFAH1B2 FP inh	PME-1 inh	AHR act
Cn1nc([N+](=O)[O-])nc1Oc1ccccc1N	0.1	7	1	-5	2	5	2	0	4
O=C(O/N=C\c1ccc(N2CCOCC2)c([N+](=O)[O-])c1)c1ccc(F)cc1	1.3	-1	4	-2	1	1	6	2	3
O=C(Nc1cccc(O)c1)c1ccc(C(=O)c2ccccc2)o1	2.1	7	1	8	-1	4	-4	6	1
CCOc1nc(NCc2ccco2)nc(Nc2ccccc2F)n1	-1.9	-4	-2	1	1	1	4	5	38
CN(C)c1ccc(N=Nc2ccc(C(=O)O)cc2)cc1	-9.8	24	2	0	1	14	4	-12	-1
Cc1cc(C(=O)CSc2n[nH]c(N)n2)c(C)n1-c1cc(F)ccc1F	1.4	4	0	4	1	5	7	7	6
CCOC(=O)C1=C(Nc2ccc(Br)cc2)CC(C)(O)C(C(=O)OCC)C1c1ccccc1 (configuration not stated)	-2.7	-5	4	-2	2	-2	7	1	1
COCCn1c(SCC(=O)NC2CC2)nnc1-c1ccc(Cl)cc1	nt	-11	3	7	nt	-3	-3	0	0
COc1ccc(C)cc1NC(=O)CNC(C)C(=O)Nc1cc(Cl)ccc1Cl (configuration not stated)	1.0	0	3	-5	-5	-4	-1	-1	7
N#Cc1cc2c(N)c(C(=O)Nc3ccccc3)sc2nc1N	0.0	-4	6	-10	6	-6	nt	3	64*
COc1ccc2nc3ccccc3nc2c1NC(=O)c1ccc(Cl)cc1	-31*	104*	-2	-3	-6	50*	-2	1	3
Cc1ccccc1OCc1nnc(SCC(=O)O)n1-c1ccccc1	-0.3	-10	3	-4	-3	-7	1	0	0
c1ccc2c(-c3nc4ncccc4o3)cccc2c1	0.3	8	2	3	1	2	5	-4	41
CCN(C(=O)COC(=O)c1cnccn1)c1cccc2ccccc12	nt	nt	3	7	nt	nt	-1	nt	3
CCn1c(SCc2c(Cl)cccc2Cl)nc2nc3c(cc2c1=O)CCCC3	-0.1	-1	4	-2	-7	0	0	2	-2
CCOc1ccc(NC(=O)c2sc3nc(C)nc(N4CCOCC4)c3c2C)cc1	-0.2	1	-2	-5	0	1	1	3	-9
O=C(Nc1ncccc1O)c1ccc(C(=O)c2ccccc2)cc1	0.8	5	5	-2	1	-1	1	-7	3
O=C(Nc1cnccn1)Nc1cccc(Cl)c1Cl	1.6	-4	-2	0	-2	-2	-7	1	49*
CCOc1cc(N2CCOCC2)c(OCC)cc1NC(=O)CC12CC3CC(CC(C3)C1)C2	-3.2	3	0	2	-2	4	7	2	-2
NC(=O)NN=C1C2CCCC1C(c1ccccc1)NC2c1ccccc1 (configuration not stated)	-1.9	13	8	4	-3	7	-3	-2	4
C1CC(CN2CCOCC2)CN(Cc2nc(CC3CC3)no2)C1 (configuration not stated)	1.7	6	2	8	3	2	2	1	-4
Cc1ccc(NC(=O)c2ccc(-n3cccn3)c([N+](=O)[O-])c2)cc1C	-2.2	-1	6	7	8	0	10	1	5
Cc1[nH]c2ccccc2c1SCC(=O)N1CCOCC1	2.9	3	2	-2	-7	1	2	0	3
COc1ccc(CN(CCN)C2CC(C)N(C)CC2C)cc1 (configuration not stated)	1.4	1	5	1	-4	6	2	2	-3
O=S(=O)(c1ccc(Cl)cc1)N1CCN(C(=S)Nc2ccccc2F)CC1	-1.0	6	-3	-4	2	10	25*	11	1
SMILES	MEX-5 binding	MCL1 BIM primary	pPAFAH FP inh	GLD-1 RNA inh	Fam108B counter	Bcl-xL primary	PAFAH1B2 FP inh	PME-1 inh	AHR act
O=C(NCCCn1ccnc1)/C(=C/c1cccs1)NC(=O)c1ccco1	-0.1	-7	1	2	3	-1	5	0	1
CCN1CCN(C(c2cccnc2)c2c(NC(=O)c3ccco3)sc(C)c2C)CC1 (configuration not stated)	nt	10	6	0	nt	7	3	1	5
O=C(NNS(=O)(=O)c1ccc2ccccc2c1)C1CCN(Cc2ccccc2)CC1	-1.3	-1	4	-9	-6	-1	5	-2	-2
O=C(Nc1ccc(S(=O)(=O)NC2=NCCCCC2)cc1)c1cccc(S(=O)(=O)N2CCOCC2)c1	nt	nt	-3	1	nt	nt	1	nt	0
CCOC(=O)C1=C(C)NC(SCC(N)=O)=C(C#N)C1c1cccs1 (configuration not stated)	-0.8	-6	4	-8	1	-2	1	0	1
CCOC(=O)Cc1nc(-c2cccc(C(F)(F)F)c2)no1	0.0	-6	2	-6	-2	1	8	-2	1
Cc1cc(C)nc(N2C(=O)CC(C(=O)O)NC2=NCCc2c[nH]c3ccccc23)n1 (configuration not stated)	-3.5	7	1	-4	4	8	-5	-2	9
CCN1CCN(c2ccc(S(=O)(=O)N3CCCCC3)cc2NC(=O)/C=C/c2ccc([N+](=O)[O-])cc2)CC1	2.5	-19	5	7	-1	-12	-4	5	0
COc1nc(Oc2ccc(=O)n(C)n2)nc(N(C)C)n1	0.5	1	2	5	-3	12	3	-2	-1
Fc1ccc(Nc2nc(N3CCOCC3)c3ccccc3n2)cc1	-5.2	2	4	7	5	4	2	3	16
O=C(O)c1ncn(Cc2ccc(Br)cc2)c1C(=O)O	-1.3	6	1	-1	6	4	25*	2	0
Brc1ccc(-c2nnc(-c3ccco3)o2)cc1	-5.2	1	5	3	-6	-2	2	0	-2
COc1ccc(CCC(=O)Nc2ccc(Cl)c(S(=O)(=O)N3CCCC3)c2)cc1	0.9	12	5	7	0	0	1	0	1
CN(C)C=NC(=O)c1cc(C(=O)c2ccccc2)c[nH]1	-0.1	0	2	4	1	5	0	-1	-1
CCCSc1nnc(NC(=O)Nc2ccc(C)cc2)s1	0.2	-4	1	6	1	0	nt	-10	8
CSCCC(NC(=O)c1ccccc1Cl)C(=O)Nc1cccc(S(=O)(=O)N2CCCC2)c1 (configuration not stated)	-0.1	2	-1	-4	2	5	1	3	2
O=C(Nc1ccc2c(c1)OCO2)NC1CCN(Cc2ccccc2)CC1	1.3	4	-2	2	-2	3	3	-5	24
CCOc1ccccc1NC(=O)N1CCCC(c2nc(-c3ccc(C)o3)no2)C1 (configuration not stated)	-0.7	8	5	-1	0	5	4	6	1
COc1ccc(CN(C)CC(=O)Nc2cccc3ccccc23)cc1F	0.9	-4	5	3	2	-3	-2	4	1
Cc1ccc(C)c(S(=O)(=O)N2CCCOC2CNC(=O)C(=O)NCc2ccccc2)c1 (configuration not stated)	-2.1	-1	2	2	0	-1	1	1	2
O=C(Cc1cccs1)NCCN1CCOCC1	1.3	-5	2	1	1	-1	2	2	2
Cc1ccccc1NC(=O)Cc1nc(COC(=O)CSc2ccccc2)cs1	1.7	-1	16	-2	1	-2	13	0	0
CCOc1ccc(Oc2ccc(C(F)(F)F)cc2NC(=O)C2=COCCO2)cc1	nt	9	-2	-4	nt	-2	-4	-1	2
Cc1ccccc1N=C(N)Nc1ccccc1C	nt	71*	1	43*	nt	63*	3	1	-1
CC(C)(C)C1CCc2onc(C(=O)NCc3ccc(F)cc3)c2C1 (configuration not stated)	nt	0	2	-5	-3	3	5	-4	-5

Not a retest: entries from further up.
SMILES	MEX-5 binding	MCL1 BIM primary	pPAFAH FP inh	GLD-1 RNA inh	Fam108B counter	Bcl-xL primary	PAFAH1B2 FP inh	PME-1 inh	AHR act
COc1ccc(CCC(=O)Nc2ccc(Cl)c(S(=O)(=O)N3CCCC3)c2)cc1	0.9	12	5	7	0	0	1	0	1
CN(C)C=NC(=O)c1cc(C(=O)c2ccccc2)c[nH]1	-0.1	0	2	4	1	5	0	-1	-1
CCCSc1nnc(NC(=O)Nc2ccc(C)cc2)s1	0.2	-4	1	6	1	0	nt	-10	8
CSCCC(NC(=O)c1ccccc1Cl)C(=O)Nc1cccc(S(=O)(=O)N2CCCC2)c1 (configuration not stated)	-0.1	2	-1	-4	2	5	1	3	2
O=C(Nc1ccc2c(c1)OCO2)NC1CCN(Cc2ccccc2)CC1	1.3	4	-2	2	-2	3	3	-5	24
CCOc1ccccc1NC(=O)N1CCCC(c2nc(-c3ccc(C)o3)no2)C1 (configuration not stated)	-0.7	8	5	-1	0	5	4	6	1
COc1ccc(CN(C)CC(=O)Nc2cccc3ccccc23)cc1F	0.9	-4	5	3	2	-3	-2	4	1
Cc1ccc(C)c(S(=O)(=O)N2CCCOC2CNC(=O)C(=O)NCc2ccccc2)c1 (configuration not stated)	-2.1	-1	2	2	0	-1	1	1	2
O=C(Cc1cccs1)NCCN1CCOCC1	1.3	-5	2	1	1	-1	2	2	2
Cc1ccccc1NC(=O)Cc1nc(COC(=O)CSc2ccccc2)cs1	1.7	-1	16	-2	1	-2	13	0	0
CCOc1ccc(Oc2ccc(C(F)(F)F)cc2NC(=O)C2=COCCO2)cc1	nt	9	-2	-4	nt	-2	-4	-1	2
Cc1ccccc1N=C(N)Nc1ccccc1C	nt	71*	1	43*	nt	63*	3	1	-1
CC(C)(C)C1CCc2onc(C(=O)NCc3ccc(F)cc3)c2C1 (configuration not stated)	nt	0	2	-5	-3	3	5	-4	-5

(cont.)
SMILES	MEX-5 binding	MCL1 BIM primary	pPAFAH FP inh	GLD-1 RNA inh	Fam108B counter	Bcl-xL primary	PAFAH1B2 FP inh	PME-1 inh	AHR act
Cc1ccc(S(=O)(=O)c2c(C)cc(C)nc2Oc2cccc(C)c2C)cc1	1.6	0	4	3	-4	7	2	-2	1
CCn1ncc(C(=O)Nc2ccc([N+](=O)[O-])cc2OC)c1C	-1.1	7	0	-3	-1	5	0	1	40
Cc1cccc(C)c1NC(=O)c1ccc([N+](=O)[O-])s1	1.9	-3	1	9	3	-1	-2	-1	1
Cc1ccc(OCc2nc(-c3cccs3)no2)c([N+](=O)[O-])c1	-1.0	9	8	-5	1	8	0	0	10
Cc1ccc(-n2c(C)cc(/C=N/NC(N)=S)c2C)cc1	4.5	5	10	1	2	3	2	0	31
COc1cccc(CN2CCN(Cc3cccc(Oc4ccccc4)c3)CC2)c1OC	2.5	1	6	0	-1	2	3	1	1
CN(C(=O)CSc1nnc(Nc2ccccc2)s1)c1c(N)n(Cc2ccccc2)c(=O)[nH]c1=O	-1.0	16	9	0	0	10	7	1	4
O=C(NCc1ccccc1C(F)(F)F)c1cccc2c1C(=O)c1ccc(N3CCCCC3)cc1S2(=O)=O	nt	nt	1	-16	nt	nt	-4	nt	6
COC(=O)c1ccccc1NC(=O)C1CC(=O)N(c2ccc(C)c(C)c2)C1 (configuration not stated)	0.4	3	2	8	-4	-1	-1	1	4
Cn1c(SCC(=O)C(C)(C)C)nnc1-c1ccncc1	0.9	1	-3	-7	1	-3	-1	1	-4
CCOC(=O)C1CCCN(C(=O)Cn2nc(CC)n3c(cc4sccc43)c2=O)C1 (configuration not stated)	-1.3	-9	2	5	3	-2	2	2	4

Assay outcomes: PubChem, several laboratories
